Tb PFK inh: T. brucei PFK enzyme inhibition. T. brucei PFK, ADP-Glo luminescence. O15648. AID 485367. Potency, µM (top dose mostly 57.5 µM), for the others: at the top dose activity, negative = inhibition, hits mostly inhibitors. actives 0.17% (n = 330,000);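 note: potency is the fitted concentration of half-maximal effect; 0% = uninhibited 1x PFK enzyme wells and -100% = no-enzyme wells; nearly all actives have a fitted effect of over 60% in size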
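1.25 nM PFK with 0.5 mM F6P and 0.1 mM ATP in 0.1 M TEA pH 8.0, 5 mM MgCl2, incubated 45 min at room temperature; ADP measured by ADP-Glo luminescence; compounds titrated up to 57 uM.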
Coupling enz: inhibits coupling enzyme system, counter-screen for aldolase hits | coupling enzyme system counterscreen, AmpLite Red fluorescence | activity change, negative = inhibition, % at 58.2 µM, hits read low | actives 0.67% (n = 290,000) | AID 2472; in the data active = activity change below about -30%; note: % is set by controls: 0 for no effect and ±100 for the full control effect
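Coupling enzymes only (glyceraldehyde-3-phosphate) + compound, at 57.5 uM final, 10 min RT; add substrate/coupling/AmpLite Red mix, 20 min RT; fluorescence ex 525/em 598 nm. Actives flag coupling-system interference.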
RORgamma inh: inhibitors of mouse ROR gamma transcriptional activity. P51450. Drosophila S2 Gal4-RORgamma UAS-luciferase reporter, 20 h. Potency, µM (titrated, usually from 53.6 µM), inactives show at the top dose activity change, negative = inhibition, most hits filed as inhibitors. actives 5.4% (n = 310,000); note: potency is the fitted concentration of half-maximal effect; % is set by controls: 0 for no effect and ±100 for the full control effect; nearly all actives have a fitted effect of over 60% in size
Target sequence (P51450 whole entry, looked up, the tested form may be a part): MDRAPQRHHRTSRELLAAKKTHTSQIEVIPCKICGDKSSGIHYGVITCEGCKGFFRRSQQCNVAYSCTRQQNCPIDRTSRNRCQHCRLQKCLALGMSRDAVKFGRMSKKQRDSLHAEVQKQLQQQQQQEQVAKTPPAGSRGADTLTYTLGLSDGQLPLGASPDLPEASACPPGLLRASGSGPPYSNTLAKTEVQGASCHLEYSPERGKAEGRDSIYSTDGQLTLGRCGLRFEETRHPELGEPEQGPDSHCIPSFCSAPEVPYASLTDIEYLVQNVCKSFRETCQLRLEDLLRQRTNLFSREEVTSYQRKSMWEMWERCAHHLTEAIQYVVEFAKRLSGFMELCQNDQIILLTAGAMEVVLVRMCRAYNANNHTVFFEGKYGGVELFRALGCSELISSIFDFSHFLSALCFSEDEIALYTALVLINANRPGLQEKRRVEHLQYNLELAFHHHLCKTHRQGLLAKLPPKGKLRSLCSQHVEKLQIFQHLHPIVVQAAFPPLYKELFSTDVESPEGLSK
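In this cell-based reporter format, copper sulfate (700 uM final) drives Gal4–ROR gamma fusion expression from a metallothionein promoter in Drosophila Schneider cells; compounds preincubated 1 hr, reporter read after 20 hr at ambient temperature.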
Giardia killer: Giardia lamblia killing; actives 0.15% (n = 340,000); Giardia lamblia trophozoite viability; activity change, % at 7.66 µM, hits read low; in the data active = activity change below about -80%; inconclusive = between about -30% and that limit;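 note: parasites exposed to compound for two days anaerobically before the ATP read; % is set by controls: 0 for no effect and ±100 for the full control effect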
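Trophozoites 100 cells/well + cpd; 48 hrs, 37 deg C, anaerobic. ATPLite 1-Step added, 15-30 min RT, luminescence read (ATP-based viability).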
Rab9 prom act: Rab9 promoter activation | AID 485297 | actives 2.8% (n = 320,000) | Huh7 Rab9 promoter-luciferase reporter, luminescence, 24 h | Potency, µM (top dose mostly 9.22 µM), inactives show at the top dose activation, negative = inhibition, usual class: activators; note: potency is the fitted concentration of half-maximal effect; % of control where 0% means no effect; nearly all actives have a fitted effect of over 60% in size
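Steps: seed 1500 Huh7 Rab9-luc cells per well, rest 2 h at 37 °C; add compound in DMSO; incubate 24 h; add luciferase reagent, 10 min ambient; read luminescence.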
ELG1 genotox: genotoxicity induction in ELG1-luciferase HEK293T cells; actives 1.3% (n = 330,000); Potency, µM (series often up to 46 µM), for the others: at the highest dose activity change, positive = activation, actives largely listed as activators; HEK293T ELG1-luciferase reporter, luminescence, 16 h; note: potency is the fitted concentration of half-maximal effect; % of control where 0% means no effect; nearly all actives have a fitted effect of over 60% in size
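Genotoxicity was scored as increased ELG1-luciferase reporter signal, measured by ONE-Glo luminescence (30 min, room temperature). Compound or vehicle exposure of the HEK293T reporter cells lasted 16 hr at 37°C.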
Gal4-VP16 FLuc: counter-screen for ROR gamma inhibitors: Gal4-VP16 reporter; Drosophila S2 Gal4-VP16 UAS-luciferase, luminescence, 20 h; AID 2546; actives 3.5% (n = 310,000); Potency, µM (top dose mostly 53.6 µM), for inactives: at the highest dose activity, negative = inhibition, actives largely listed as inhibitors;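 note: Gal4-VP16 expression switched on by copper sulfate through the metallothionein promoter; potency is the fitted concentration of half-maximal effect; % is set by controls: 0 for no effect and ±100 for the full control effect; nearly all actives have a fitted effect of over 50% in size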
FLuc modulator: firefly luciferase modulation, counter-screen for miR-21 project; P08659; actives 6.9% (n = 360,000); purified FLuc, Km substrates, luminescence inhibition; Potency, µM (doses to about 57.5 µM), inactives show at the top dose activity change, negative = inhibition, usual class: inhibitors; AID 588342;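 note: potency is the fitted concentration of half-maximal effect; plate controls were vehicle for no effect and reference inhibitor for full effect; nearly all actives have a fitted effect of over 55% in size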
Target sequence (P08659 whole entry, looked up): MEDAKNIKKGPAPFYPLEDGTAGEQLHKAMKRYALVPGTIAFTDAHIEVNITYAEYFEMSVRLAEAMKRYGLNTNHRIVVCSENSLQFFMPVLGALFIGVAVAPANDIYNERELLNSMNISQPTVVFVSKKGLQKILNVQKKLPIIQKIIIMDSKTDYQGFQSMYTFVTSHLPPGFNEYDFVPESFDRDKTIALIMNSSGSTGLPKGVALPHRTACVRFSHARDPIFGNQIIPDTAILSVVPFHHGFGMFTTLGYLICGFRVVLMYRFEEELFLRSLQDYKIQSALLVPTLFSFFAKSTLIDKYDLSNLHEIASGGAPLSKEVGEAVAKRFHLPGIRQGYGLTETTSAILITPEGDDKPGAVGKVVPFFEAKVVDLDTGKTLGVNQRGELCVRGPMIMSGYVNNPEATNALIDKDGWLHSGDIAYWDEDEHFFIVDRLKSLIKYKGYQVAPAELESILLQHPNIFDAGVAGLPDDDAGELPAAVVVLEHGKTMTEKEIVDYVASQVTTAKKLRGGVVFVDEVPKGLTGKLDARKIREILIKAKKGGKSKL
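Purified P. pyralis luciferase (10nM final) with 10uM D-luciferin and 10uM ATP (Km levels) in 50mM Tris acetate pH 7.5, 10mM Mg acetate, 0.01% Tween-20, 0.05% BSA; qHTS 6-point titration, ~60 µM downward; luminescence read.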
NPC1 promoter act: NPC1 promoter activation. Huh7 NPC1 promoter luciferase reporter, 24 h. Potency, µM (highest dose often 9.22 µM), for inactives: at the top dose activation, usual class: activators. actives 2.4% (n = 320,000). AID 485313;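 note: potency is the fitted concentration of half-maximal effect; % of control where 0% means no effect; nearly all actives have a fitted effect of over 60% in size; reporter is driven by a mutant NPC1 promoter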
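Huh7 cells stably carrying NPC1 promoter–luciferase, plated in Opti-MEM with 10% FBS for 2 h, were exposed to compound in DMSO for 24 h at 37 °C; luciferase reagent was added for 10 min and luminescence read.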
KCNH2 3.1 block: KCNH2 3.1 (human) potassium channel inhibition | U2OS KCNH2 3.1, thallium flux FluxOr; stronger effect = lower value | activity change, % (tested at about 1.8 µM) | actives 0.95% (n = 340,000) | AID 720553;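 active = maximum activity change below -70%; inconclusive = maximum activity change from -70% to -50%; inactive = maximum activity change above -50%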;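 note: thallium influx rate constant from kinetic fluorescence after stimulation buffer; % is set by controls: 0 for no effect and ±100 for the full control effect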
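U2OS cells transduced with KCNH2 3.1 mutant virus (1.77 x 10^8 /mL, 4 h), plated overnight at 37 C, loaded 45 min with FluxOr dye plus Red40 quencher. Thallium flux rate constant from kinetic reads after stimulation buffer, normalised to controls.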
uPA generation: blocks generation of uPA at the cell surface; cell surface uPA generation assay, qHTS; Potency, µM (highest dose often 38.3 µM), for inactives: top-dose activity change, negative = inhibition, hits mostly inhibitors; actives 0.31% (n = 330,000); active = well fitted inhibition curve with a large enough effect; inconclusive = small, poorly fitted or top-dose-only effect; inactive = no such curve, though single readings can be large or run the other way; tested in mouse RAW 264.7 cells; note: potency is the fitted concentration of half-maximal effect; % is set by controls: 0 for no effect and ±100 for the full control effect; nearly all actives have a fitted effect of over 55% in size
Numbers without * were called inactive; ? = inconclusive; / = not tested or not shown; & = joins results of further samples; [ ] = remark or other dose. Unless noted, calls come from the whole dose curve; as a rule, active = well fitted curve in the direction sought with a large enough effect; inconclusive = small, poorly fitted or top-dose-only effect, or another doubt; inactive = no such curve, though single readings can be large; an effect the other way counts as inactive or inconclusive.

SMILES	Tb PFK inh	Coupling enz	RORgamma inh	Giardia killer	Rab9 prom act	ELG1 genotox	Gal4-VP16 FLuc	FLuc modulator	NPC1 promoter act	KCNH2 3.1 block	uPA generation
Fc1cccc(Nc2ncnc3sc4c(c23)CCC4)c1	17%	-1	-7%	-22	-1%	2%	?	1%	8%	30	-4%
Cc1nc(NS(=O)(=O)c2ccccc2)sc1C(=O)NN	-3%	1	1%	-17	-1%	0%	5%	?	-2%	4	-3%
COC(C[C@H]1O[C@H]1[C@@H](O)[C@@H](C)OCc1ccccc1)OC	2%	1	-24%	-8	2%	4%	3%	1%	-1%	12	?
O=C(COC(=O)/C=C/c1ccccc1)NNC(=O)c1ccccc1F	-1%	/	/	0	3%	3%	/	-6%	-1%	0	0%
CCn1nnc(NC(=O)c2c(OC)cccc2OC)n1	2%	2	-23%	-1	1%	1%	-2%	4%	8%	6	4%
O=C(O)c1ccc(Cn2c(SCc3cc(=O)n4cc(Br)ccc4n3)nc3ccsc3c2=O)cc1	-11%	-2	-8%	/	-2%	8%	-8%	-13%	1%	/	/
Cc1cc(NS(=O)(=O)c2ccc(NC(=O)NC3CCCCC3)cc2)no1	14%	4	1%[0.365 µM]	-13	-6%	-7%	/	0%	-4%	-4	/
COc1ccc(N=C2NC(=O)/C(=C\C=C\c3ccco3)S2)cc1	-25%	-2	-17%	-23	9%	10%	?	?	5%	-17	-5%
O=C1CSC(c2cn(-c3ccccc3)nc2-c2cc3ccccc3oc2=O)N1Cc1cccnc1 (stereo not given)	0%	-8	0%	-1	4%	9%	13%	6%	-3%	-12	-6%
Cc1cc(C)n(CCCNC(=O)Cn2nnnc2CN2C[C@@H](C)O[C@@H](C)C2)n1	0%	0	-22%	33[activator]	2%	-1%	-6%	0%	-1%	-25	-3%
Nc1nc(COC(=O)C2CC(=O)N(CCc3ccccc3)C2)nc(Nc2ccccc2)n1 (stereo not given)	0%	/	/	10	-4%	0%	/	-17%	1%	-7	?
NC(=O)c1ccc(N2CCN(c3ccc(O)cc3)CC2)c([N+](=O)[O-])c1	-21%	-9	0%	-6	-4%	-8%	0%	1%	4%	-11	-12%
COc1cc(CN2CCC(C(=O)NC3CCCC3)CC2)cc(Br)c1O	-1%	-6	12%	-2	7%	1%	1%	1%	2%	12	/
CC1(C)CC(NC(=O)c2cc(S(=O)(=O)N3CCOCC3)c(Cl)cc2Cl)CC(C)(C)N1	13%	/	/	12	-3%	-4%	/	3%	2%	11	1%
Cc1onc(-c2ccccc2)c1C(=O)OCC(=O)N(CC(C)C)c1c(N)n(Cc2ccccc2)c(=O)[nH]c1=O	-1%	/	/	-3	-1%	-12%	/	2%	-1%	15	4%
COc1cccc(CNCc2ccccc2Br)c1OC	1%	0	-42%	-7	7%	-6%	3%	0%	1%	-7	-5%
Cc1ccccc1C(=O)NNC(=S)Nc1cccc(C(F)(F)F)c1	10%	-3	?	8	0%	-6%	?	-26%	3%	-4	-17%
CCn1cc(CNC(=O)/C=C/c2cnn(C)c2)c(C)n1	1%	0	-14%	4	5%	2%	-3%	1%	1%	6	3%
CC(=O)CC(=O)Nc1ccc(Cl)cn1	2%	-1	12%	-2	-7%	-2%	0%	1%	5%	-10	1%
Cc1nc2ccccn2c1CN(C)C(=O)C1CCC(=O)N(CCc2cccc(F)c2)C1 (stereo not given)	-6%	/	-25%	-21	0%	2%	-1%	2%	-3%	-42	-11%
CCOC(=O)CCNCc1ccc(F)cc1	-1%	0	-22%	1	-2%	1%	1%	2%	-3%	5	-1%
Cc1ccc(S(=O)(=O)NC2=C(N3CCN(c4ccccc4F)CC3)C(=O)c3ccccc3C2=O)cc1	0%	-27	11%	-19&-5	24%	0%	-9%	?	16%	-9&-3	5%&2%
CC1CC1C(=O)OCC(=O)Nc1cccc(F)c1 (stereo not given)	0%	/	/	6	2%	7%	/	/	0%	-3	-24%
CCN(CC(=O)Nc1cc(Cl)ccc1Cl)C(=O)c1ccc(-n2cccn2)cc1	0%	/	/	-5	0%	-1%	/	-3%	4%	9	?
CCN(CC)CCCNC1=C(Cl)C(=O)c2ccccc2C1=O	0%	-13	7.9µM*	-4	-38%[inhibitor]	-15%	?	3%	-33%[inhibitor]	42	-15%
Cc1nc2ccc(NC(=O)Cc3ccsc3)cc2s1	-9%	3	9%	-2	?	12µM*	10%	12µM*	2.8µM*	17	-5%
COc1cccc(OCC(O)CNC(=O)c2oc3ccc(C)cc3c2C)c1 (stereo not given)	2%	-2	?	-17	1%	0%	-18%	-13%	-1%	15	2%
CC(=O)Nc1ccc(NC(=O)CSc2nnc(-c3cccs3)n2N)cc1	-4%	/	/	-1	2%	3%	/	-13%	1%	-18	2%
Cc1c(NC(=O)CSc2nc(-c3ccco3)cc(C(F)(F)F)n2)c(=O)n(-c2ccccc2)n1C	5%	3	1%	6	-2%	-3%	11%	1%	1%	6	4%
O=C(O)c1ccnc(Cl)c1	0%	-2	-14%	7	1%	-2%	-5%	3%	0%	9	-1%
COc1ccc(S(=O)(=O)Nc2cccc3c2O[C@H](CN(C)C(=O)Nc2c(C)noc2C)[C@@H](C)CN([C@H](C)CO)C3=O)cc1	5%	/	/	-15	/	5%	/	/	/	13	-1%
COC(=O)c1sccc1NC(=O)Nc1ccc(Cl)c(Cl)c1	0%	-3	-32%	-1	-3%	18%	-25%	?	-2%	-19	1%
Cc1ccc(C)c(NC(=O)CCC(=O)NN=C2CCCC2)c1	1%	/	-12%	17	-4%	-7%	-7%	4%	-1%	-12	-9%
OC1CCN(Cc2ccc(OCc3ccccc3)cc2)CC1	0%	-1	10µM*	6	?	?	?	11µM*	2µM*	5	-7%
Cc1c(NC(C)c2cc(Cl)ccc2O)c(=O)n(-c2ccccc2)n1C (stereo not given)	5%	-1	36%	10	3%	-4%	-7%	2%	1%	3	2%
Cc1nc2c(C(=O)NCCc3ccccc3Cl)c[nH]n2c(=O)c1Cl	1%	0	9%	2	-2%	0%	-2%	-17%	-3%	6	6%
CCN(CC)c1ccc(NC(=O)COC(=O)CCC(=O)c2ccc(F)cc2)cc1	5%	6	1%	12	3%	1%	4%	-19%	-1%	2	6%
COc1ccc(CC(=O)Nc2ccc(C(=O)O)cc2NC(=O)Cc2ccc(OC)cc2)cc1	2%	9	1%	-13	-7%	1%	0%	4%	-2%	-7	9%
CN(C(=O)COC(=O)/C=C/c1ccc2ccccc2n1)c1c(N)n(Cc2ccccc2)c(=O)[nH]c1=O	1%	/	/	10	-10%	1%	/	?	-3%	-10	-3%
O=C(OCC(=O)N1CCCc2ccccc21)c1ccc(Br)o1	0%	2	18%	2	0%	2%	2%	2%	-1%	26	-5%
Cc1ccc(S(=O)(=O)Nc2cc(C)c(O)cc2C)cc1	-6%	1	-8%	-3	-4%	-2%	0%	-5%	-9%	15	-3%
CCOCCOC(=O)c1ccc(-n2cncn2)nc1	5%	1	?	-3	0%	5%	-22%	-2%	5%	0	3%
CCOC(=O)C(=O)/C(C#N)=C/Nc1ccc(F)cc1	2%	-2	23%	6	-9%	-5%	16%	?	-5%	6	1%
COc1ccc2c(c1)OC1(C)CC2C(C(=O)c2ccccc2OC)C(=O)N1 (stereo not given)	-2%	0	31%	-10	-7%	0%	1%	5%	-5%	5	7%
Cc1cccc(NC(=O)CN(C)C(=O)c2ccc3ccccc3n2)c1C	-11%	/	/	-4	26%	2%	/	?	15%	4	-1%
Cn1nc(C(F)(F)F)c(-c2cccc(C(F)(F)F)c2)c1NC(=O)c1ccco1	-3%	0	14%	0	-3%	-5%	-16%	0%	-1%	19	-18%
COc1cc(OC)c(OC)cc1/C=N/NC(=O)c1cnccn1	8%	-1	-2%	3	3%	-7%	-5%	-4%	0%	-32	-1%
CCCC(=O)NC(Nc1ccc(S(=O)(=O)Nc2ncccn2)cc1)(C(=O)OCC)C(F)(F)F (stereo not given)	-1%	0	-5%	-2	1%	0%	-5%	-2%	-4%	-20	4%
CCCCn1c(N)c(N(CC(C)C)C(=O)CCC2CCCCC2)c(=O)[nH]c1=O	4%	/	4%	0	-2%	15%	-17%	1%	-11%	27	15%
Cc1ccc(S(=O)(=O)CC(=O)Nc2ccc(F)c(F)c2F)cc1	-8%	0	12%	?	-2%	-2%	-18%	3%	-5%	-3	4%
COc1ccc(CCNc2ccncn2)cc1	-7%	0	?	0	-8%	-5%	?	-15%	-8%	14	-8%
